# NR3A LBD binder: modulators (binders) of human NR3A ligand-binding domain | NR3A LBD differential scanning fluorimetry, Tm shift; 0% = protein alone, 100% = glycine-bound protein | Tm shift relative to glycine control, % at 25 µM | actives 2.5% (n = 340,000);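 active = melting temperature shift of at least 10% of the positive control shift, at one fixed dose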
# hIAP inh: human IAP inhibition. AID 2544. P09923. actives 0.12% (n = 330,000). purified IAP, CDP-Star luminescence, 30 min. inhibition, % at 10 µM;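 active = inhibition reaching a set limit with compound at 10 µM in the primary screen, cut at about 35% in these data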;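 also: plate controls were DMSO wells with enzyme for no effect and no-enzyme buffer wells for full effect; values of inactives mirror those of a sister screen read the other way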
# Target sequence (P09923 whole entry, looked up): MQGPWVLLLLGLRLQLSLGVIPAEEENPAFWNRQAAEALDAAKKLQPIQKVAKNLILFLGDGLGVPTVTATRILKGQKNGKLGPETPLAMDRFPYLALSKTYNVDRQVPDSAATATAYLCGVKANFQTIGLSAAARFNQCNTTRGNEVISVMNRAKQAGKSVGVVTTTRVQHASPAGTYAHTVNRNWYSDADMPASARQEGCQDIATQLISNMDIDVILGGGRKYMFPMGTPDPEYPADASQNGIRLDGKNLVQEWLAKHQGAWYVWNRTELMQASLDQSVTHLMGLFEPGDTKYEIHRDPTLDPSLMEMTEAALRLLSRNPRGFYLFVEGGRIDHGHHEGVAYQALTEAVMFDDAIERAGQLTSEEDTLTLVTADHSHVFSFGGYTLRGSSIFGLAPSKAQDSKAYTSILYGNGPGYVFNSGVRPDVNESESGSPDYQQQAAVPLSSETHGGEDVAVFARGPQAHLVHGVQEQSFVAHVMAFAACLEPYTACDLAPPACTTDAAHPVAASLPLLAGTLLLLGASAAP
# MPTP block: permeability transition pore inhibition; actives 1.4% (n = 360,000); inhibition, % at 10 µM; isolated mouse mitochondria, Ca2+ swelling absorbance, 30 min;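 active = inhibition of 50% or more, scaled per plate between neutral and stimulator controls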;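 also: 0% = DMSO wells given calcium and 100% = 1 mM EGTA wells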
# hIAP act: human IAP activation. actives 0.16% (n = 330,000). purified human IAP, CDP-Star luminescence, 30 min; active compounds read high; 1 = vehicle-only enzyme, 0 = enzyme-free background. P09923. activation factor at 10 µM. AID 2524;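 active = activation factor of the enzyme at least 2-fold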; also: the source names both 10 and 20 µM as test concentration; values of inactives mirror those of a sister screen read the other way
# mIAP act: increases mouse intestinal alkaline phosphatase activity. muIAP, CDP-Star luminescence, 30 min; active compounds read high; 1 = vehicle-only enzyme signal, 0 = enzyme-free wells. activation factor at 10 µM. actives 0.24% (n = 330,000). AID 2805;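 active = activation factor of at least 2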; also: the source names both 10 and 20 µM as test concentration; values of inactives mirror those of a sister screen read the other way
#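 System: Mouse IAP enzyme | Also added: CDP-Star substrate | Dosing: Compounds dispensed in DMSO | Schedule: 30 min enzyme-substrate-compound incubation at room temperature | Technique: Chemiluminescence readout | Control set: DMSO-only wells and no-enzyme negative control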
# A3A deaminase: inhibitors of human APOBEC3A DNA deaminase | P31941 | recombinant A3A, FAM/TAMRA ssDNA deamination fluorescence | inhibition, % at 20 µM | actives 0.41% (n = 330,000) | AID 493011;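 active = at least 40% inhibition at 20 µM here, with at most 30% in a related deaminase screen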;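 also: plate controls were A3A with DMSO for no effect and wells lacking A3A enzyme for full effect; some results filed as inactive read as strong as hits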
# MIN6 prolif: induces beta-cell replication in MIN6 cells; MIN6 cells proliferation, ATPlite luminescence, 48 h; cells starved in 0.2% serum; 100% = growth in 10% serum; proliferation, % at 10 µM; actives 0.29% (n = 330,000); AID 2380;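 active = compounds whose signal lies at least 3.5 SD above the mean of all wells on their plate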;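 also: 0% = DMSO-treated cells in low-serum medium and 100% = 10% serum control; some compounds called inactive have numbers as strong as hits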
# mIAP inh: blocks mouse intestinal alkaline phosphatase; purified mouse IAP, CDP-Star luminescence, 30 min; inhibition, % at 10 µM; actives 0.2% (n = 330,000);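 active = inhibition of at least 40% at 10 µM in the primary screen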;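 also: plate controls were DMSO with enzyme for no effect and no enzyme wells for full effect; values of inactives mirror those of a sister screen read the other way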
# A3G deaminase: APOBEC3G (human) deaminase inhibition. inhibition, % at 20 µM. actives 0.28% (n = 330,000). AID 493012. recombinant A3G, ssDNA deamination FAM/TAMRA fluorescence;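 active = inhibition of at least 40% at 20 µM, with no more than 30% in the related APOBEC3A deaminase screen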;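 also: plate controls were DMSO wells with A3G for no effect and wells lacking A3G enzyme for full effect; some compounds called inactive have numbers as strong as hits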
# Target sequence (Q9HC16 whole entry, looked up): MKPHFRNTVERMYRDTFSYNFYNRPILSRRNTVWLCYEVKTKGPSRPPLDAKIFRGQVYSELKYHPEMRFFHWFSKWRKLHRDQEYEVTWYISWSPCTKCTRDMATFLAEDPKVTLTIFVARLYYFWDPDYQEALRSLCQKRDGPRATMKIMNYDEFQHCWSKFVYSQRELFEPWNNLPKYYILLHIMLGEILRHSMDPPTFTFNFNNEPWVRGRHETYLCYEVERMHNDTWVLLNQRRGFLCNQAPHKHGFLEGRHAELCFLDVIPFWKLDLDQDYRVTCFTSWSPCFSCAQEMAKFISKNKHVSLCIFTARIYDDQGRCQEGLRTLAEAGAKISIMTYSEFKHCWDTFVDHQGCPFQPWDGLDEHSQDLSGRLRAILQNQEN
# * marks the source's active call; other numbers are inactive results.
SMILES,NR3A LBD binder,hIAP inh,MPTP block,hIAP act,mIAP act,A3A deaminase,MIN6 prolif,mIAP inh,A3G deaminase
COc1ccc2c(c1OC)C(=O)OC2CC(=O)O (stereo unspecified),5.3,4.8,-0.6,0.952,1.07,-4.3,-1.0,-7.5,-4.9
O=C(COC(=O)c1ccc[nH]c1=O)Nc1ccc(N2CCCCC2)cc1,1.2,-6.0,-0.4,1.06,0.999,-5.6,-3.2,0.1,-7.4
COc1ccc(-c2noc(CCC(=O)NCc3cccnc3)n2)cc1,1.5,-5.9,5.1,1.06,1.06,0.3,-0.3,-6.3,-2.7
COc1cc(NC2c3ccccc3C(=O)N2Cc2ccccc2Cl)cc(OC)c1 (stereo unspecified),1.1,-10.2,3.1,1.1,1.1,1.0,-4.8,-10.4,0.6
CC(=O)c1ccc(-c2ccc(C(=O)Nc3nc(-c4ccccn4)cs3)o2)cc1,11.4*,-18.9,-2.3,1.19,0.772,-2.2,-3.1,22.8,1.8
CCOC(=O)c1sc(NC(=O)CSc2n[nH]c(-c3ccncc3)n2)c(C#N)c1C,-3.7,-3.3,77.2*,1.03,0.896,2.3,-1.4,10.4,2.9
Cc1ccccc1-c1nnc(SCC(=O)Nc2ccc(Cl)cc2)n1N,0.2,6.0,4.4,0.94,1.08,0.7,-5.3,-8.0,-2.7
Nc1cc(Cl)nc(N/N=C/c2ccccc2[N+](=O)[O-])n1,2.0,9.4,-1.5,0.906,0.911,0.0,-1.6,8.9,-4.4
CC(C)(C)Nc1nc(SCc2ccccc2)nc(N2CCOCC2)n1,-0.3,18.2,-0.7,0.818,0.844,-1.4,-5.4,15.6,-1.3
C[C@H](CO)N1C[C@H](C)[C@@H](CN(C)C)Oc2c(NC(=O)c3ccncc3)cccc2C1=O,-0.7,-6.6,-1.3,1.07,0.943,-0.5,0.0,5.7,-7.2
O=C(c1cc2c(s1)CCCC2)N1CCN(CCO)CC1,-5.9,-0.9,0.5,1.01,1.1,-1.3,-2.6,-9.8,-3.7
Cc1ccc(NC(=O)NCc2cccn2C)cc1C,1.9,3.6,-0.1,0.964,1.04,-0.3,0.0,-4.3,-3.3
Nc1nnn(CC(=O)N/N=C/c2ccc(O)cc2)n1,1.6,-24.1,0.0,1.24,1.08,-8.2,0.1,-8.4,-10.0
CC(=O)N1c2ccc(S(=O)(=O)N(C)CC(=O)N3CCCC3)cc2CC1C (stereo unspecified),-1.6,5.5,-2.5,0.945,0.95,-3.4,2.5,5.0,-4.8
O=C(CNc1cccc2ccccc12)N/N=C/c1ccc[nH]1,-7.4,2.5,3.3,0.975,1.03,-5.1,-1.9,-2.6,-9.5
O=C(CSc1nnc(NC(=O)C2CC2)s1)NCc1ccc(F)cc1,-2.0,9.5,-1.0,0.905,0.987,-1.2,-2.4,1.3,-6.8
O=C(COc1ccc2ccc(=O)oc2c1)Nc1ccc(N2CCCCC2)cc1,-14.9,-4.2,-0.3,1.04,1.04,5.1,-2.9,-4.0,-0.2
CCCC(=O)Nc1ccc(C(=O)NN2C(=O)c3ccccc3C2=O)cc1,-73.9,-23.6,-0.5,1.24,1,1.1,0.0,-0.4,-1.3
CCCOC(=O)c1ccc(OC(=O)c2ccco2)cc1,0.3,-5.3,-2.6,1.05,1.07,6.6,-2.4,-7.1,3.5
COC(=O)c1[nH]c2ccc(C)cc2c1NC(=O)CN1CCN(c2ccc(F)cc2)CC1,-5.5,2.9,-2.1,0.971,1.11,-2.2,-2.7,-11.2,-1.7
O=C(c1ccco1)N1CCN(c2ccc(N3CCCCC3)nn2)CC1,-0.3,-5.0,-1.6,1.05,1.02,-3.8,2.8,-1.7,-2.7
CC(C)(O)C#Cc1ccc(C(=O)N2CCCC(CCC(=O)NCc3ccccc3F)C2)cc1 (stereo unspecified),0.0,16.0,-1.4,0.84,0.994,-6.4,-2.3,0.6,-5.4
Cc1ccsc1C(=O)NNC(=O)c1ccncc1,-1.7,-8.0,-1.1,1.08,0.96,-5.2,8.5,4.0,-11.7
C/C=C(/C)C(=O)Nc1cccc(C2=NOC3(C2)C[C@H](C(N)=O)N(C(=O)c2ccc(Cl)cc2)C3)c1 (stereo partly specified),-2.2,2.5,-1.5,0.975,0.977,-2.8,-4.9,2.3,-7.4
COc1ccc(-c2nnc(SC(C)C(=O)NC3CC3)o2)cc1 (stereo unspecified),-0.2,9.5,0.2,0.905,1.11,4.2,-2.9,-11.3,-0.6

# Single entries from the results shown:
# Reading for `COc1cc(NC2c3ccccc3C(=O)N2Cc2ccccc2Cl)cc(OC)c1` (stereo unspecified) under A3A deaminase: 1.0
# Reading for `O=C(CNc1cccc2ccccc12)N/N=C/c1ccc[nH]1` under A3A deaminase: -5.1
# Reading for `COc1ccc2c(c1OC)C(=O)OC2CC(=O)O` (stereo unspecified) under hIAP act: 0.952

# Part of the list above, set out differently.
CCCOC(=O)c1ccc(OC(=O)c2ccco2)cc1
  NR3A LBD binder: 0.3; hIAP inh: -5.3; MPTP block: -2.6; hIAP act: 1.05; mIAP act: 1.07; A3A deaminase: 6.6; MIN6 prolif: -2.4; mIAP inh: -7.1; A3G deaminase: 3.5

COC(=O)c1[nH]c2ccc(C)cc2c1NC(=O)CN1CCN(c2ccc(F)cc2)CC1
  NR3A LBD binder: -5.5; hIAP inh: 2.9; MPTP block: -2.1; hIAP act: 0.971; mIAP act: 1.11; A3A deaminase: -2.2; MIN6 prolif: -2.7; mIAP inh: -11.2; A3G deaminase: -1.7

# More structures.
SMILES,NR3A LBD binder,hIAP inh,MPTP block,hIAP act,mIAP act,A3A deaminase,MIN6 prolif,mIAP inh,A3G deaminase
COc1ccc(OC)c(C2C(C(C)=O)=C(O)C(=O)N2Cc2cccnc2)c1 (stereo unspecified),-0.7,8.7,0.8,0.913,1.05,-6.7,-3.6,-4.8,-4.0
COc1ccccc1/C=C/C=N/N1CCN(Cc2cccc3ccccc23)CC1,-0.1,-6.6,3.7,1.07,0.935,-4.4,-1.0,6.5,-2.9
COc1cccc(NC(=O)c2nn(C)cc2Br)c1,0.9,11.0,-4.5,0.89,0.918,-0.1,-3.0,8.2,0.3
Cc1ccc(CS(=O)(=O)CCC(=O)N2CCOCC2)cc1,0.7,-8.8,-1.0,1.09,0.987,-0.5,-1.6,1.3,0.4
COc1ccc(S(=O)(=O)N2CCN(c3ccccc3OC)CC2)cc1OC,2.8,4.9,-3.2,0.951,1.01,1.7,-2.1,-0.8,0.3
CCCCCOc1ccc(NC(=O)c2cc(SC)ccc2Cl)cc1,-14.8,15.9,6.9,0.841,0.873,1.4,-3.0,12.7,4.5
CCC(=O)OC1c2ccccc2C(=O)N1Cc1ccccc1 (stereo unspecified),0.9,5.8,0.2,0.942,0.916,1.9,4.2,8.4,4.3
C=CCc1c(C)nc2cc(-c3ccccc3)[nH]n2c1=O,0.7,-5.6,0.2,1.06,1.07,2.7,-5.0,-6.7,1.1
NS(=O)(=O)c1cccc(NC(=O)CSc2nnc3n2CCCCC3)c1,2.4,0.2,0.8,0.998,0.871,0.6,1.5,12.9,-6.2
Cc1ccc(F)cc1NC(=O)CCOc1ccccc1,-0.7,-5.7,-0.5,1.06,1.1,1.0,0.8,-9.8,-12.2
Nc1nonc1-n1nnc(C(=O)N/N=C/c2ccccc2F)c1CN1CCOCC1,0.0,-7.5,-2.1,1.07,0.986,-4.4,-2.5,1.4,-1.4
CCOC(=O)C1=C(C)Nc2ncnn2C1c1ccccc1F (stereo unspecified),0.5,-16.4,0.7,1.16,1.1,-2.0,1.0,-9.8,19.9
CS(=O)(=O)c1ccc(Cl)c(NC(=O)COC(=O)CNC(=O)c2ccc(Br)o2)c1,1.7,9.5,11.4,0.905,1,3.4,0.6,0.0,-0.7
CC(C)(C)c1ccc2c(c1)OCC(C(=O)O)O2 (stereo unspecified),-1.0,-3.9,1.2,1.04,1.07,-0.1,-3.0,-6.7,-7.9
CCn1nnnc1SCC(=O)Nc1cccc(NC(C)=O)c1,1.0,-4.5,1.1,1.04,1.09,-0.3,-0.3,-9.1,-2.2
O=C(c1cc(Br)c[nH]1)N1CCSCC1,1.2,0.8,0.3,0.992,1.04,-3.3,-0.7,-4.0,-3.3
CC1=CCC2C(=O)N(c3cc(C)on3)C(=O)C2C1 (stereo unspecified),-0.8,-6.3,-2.3,1.06,0.985,-0.9,-2.0,1.5,-4.4
Cc1cnn(-c2ccc3nnc(-c4ccc(Br)cc4)n3n2)c1,-2.8,2.3,1.0,0.977,0.948,-2.5,2.2,5.2,-5.1
Cc1ccc(CCNC(=O)C2CCN(S(=O)(=O)c3ccc4c(c3)NC(=O)C(C)S4)CC2)cc1 (stereo unspecified),-7.9,-2.3,9.3,1.02,1.27,-2.1,-4.6,-26.8,-6.1
O=C(CSc1ncn[nH]1)c1ccc(OC(F)F)cc1,1.4,-2.1,11.3,1.02,0.897,-4.2,-0.9,10.3,-8.7
O=C(N/N=C/c1ccc(-c2ccc([N+](=O)[O-])cc2)o1)c1cccnc1,2.4,11.1,2.6,0.889,0.896,2.9,-3.8,10.4,-0.5
COc1ccc(NC(=O)C(CC(=O)O)Cc2ccccc2)cc1 (stereo unspecified),1.0,-8.9,-0.5,1.09,0.929,2.2,-2.3,7.1,-7.9
Cc1cc2oc(=O)c(CC(=O)O)c(C)c2c2occ(C(C)(C)C)c12,-3.6,-29.6,-0.4,1.3,0.919,0.6,-5.4,8.1,-9.3
CC[C@H](C)C(C(=O)N1CCN(C(=O)OC(C)(C)C)CC1)n1cc(C(CC(C)C)NC(=O)OC(C)(C)C)nn1 (stereo partly specified),0.1,7.3,2.0,0.927,1.01,-2.3,-3.9,-1.5,-2.4
COc1cccc(C2C(C(N)=O)=C(C)Nc3nc(-c4ccccc4Cl)nn32)c1 (stereo unspecified),-1.4,2.2,-3.0,0.978,0.913,-6.2,0.1,8.7,-6.0

# Profiles as entered above:
# CCn1nnnc1SCC(=O)Nc1cccc(NC(C)=O)c1 as listed: NR3A LBD binder = 1.0; hIAP inh = -4.5; MPTP block = 1.1; hIAP act = 1.04; mIAP act = 1.09; A3A deaminase = -0.3; MIN6 prolif = -0.3; mIAP inh = -9.1; A3G deaminase = -2.2
# CC1=CCC2C(=O)N(c3cc(C)on3)C(=O)C2C1 (stereo unspecified) as listed: NR3A LBD binder = -0.8; hIAP inh = -6.3; MPTP block = -2.3; hIAP act = 1.06; mIAP act = 0.985; A3A deaminase = -0.9; MIN6 prolif = -2.0; mIAP inh = 1.5; A3G deaminase = -4.4

# Next part:
SMILES,NR3A LBD binder,hIAP inh,MPTP block,hIAP act,mIAP act,A3A deaminase,MIN6 prolif,mIAP inh,A3G deaminase
CN(C)CCOC(=O)c1cccc(Br)c1,-0.4,21.0,0.0,0.79,0.958,-1.7,-1.9,4.2,-5.6
Cc1ccc(S(=O)(=O)N2CCN(CC(=O)N/N=C\c3ccccn3)CC2)cc1,-1.6,-25.5,1.0,1.25,1.12,-6.5,-1.8,-12.3,3.0
CC(CCc1ccccc1)NC(=O)CSc1nccc(=O)[nH]1 (stereo unspecified),-1.6,-1.4,-0.2,1.01,1.01,1.8,1.0,-0.9,-4.8
Cc1nc(-c2ccccc2)sc1C1(C)CC(c2ccc(C#N)cc2)=NO1 (stereo unspecified),-4.7,23.0,-1.3,0.77,0.934,0.8,-4.8,6.6,-3.0
CCOC(=O)c1sc(NC(C)=O)nc1-c1ccccc1,2.3,0.1,1.3,0.999,1.09,-2.4,1.6,-9.0,-6.6
CCOc1ccccc1N(C(=O)Nc1cccc(Cl)c1)C1=NC(C)CS1 (stereo unspecified),-0.9,-14.0,41.1,1.14,1.12,-2.1,-3.8,-11.9,-5.9
